p-CIP stab down – p/CIP protein destabilization; Q05BA5; F442A p/CIP-EGFP cells, EGFP fluorescence, 16 h; decrease of EGFP signal, % at 10 µM; 290,000 tested, 0.01% active; AID 1984;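 active = EGFP signal decrease of at least 30% at 10 µM or well 3 SD below plate mean, unless failing retest; inactive = the rest, including hits failing retest or dose response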; also: some compounds called inactive have numbers as strong as hits; many of its hits are not listed in these tables
IMP-1 inh – inhibitors of Pseudomonas aeruginosa IMP-1 metallo-beta-lactamase. inhibition, % at 5.6 µM. purified IMP-1, nitrocefin hydrolysis, epi-absorbance fluorescence. 290,000 tested, 0.45% active;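 active = inhibition above the mean plus 3 SD of all compounds in the same screening run, cut at about 4.5% in these data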;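 also: 0% = IMP-1 with DMSO and 100% = DMSO wells lacking enzyme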
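System: purified recombinant IMP-1 beta-lactamase. Medium: Zinc- and detergent-supplemented HEPES buffer, pH 7.1. Compound: one 5.6 µM dose […]. Schedule: 15 min preincubation plus 25 min reaction at 25 °C. Technique: Epi-absorbance fluorescence, 480 nm excitation, 530 nm emission.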
PHOSPHO1 inh – inhibitors of human PHOSPHO1 phosphatase; recombinant PHOSPHO1, absorbance phosphatase assay; inhibition, % at 13.3 µM; 290,000 tested, 1.1% active; AID 1565; in the data active = inhibition above about 60%
IDE cell inh – inhibitors of human insulin-degrading enzyme in cells | 320,000 tested, 0.41% active | P14735 | HEK cells, FAbetaB cleavage, fluorescence polarization | AID 434962 | inhibition, % at 5.59 µM;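 active = percent inhibition above the average of all tested compounds plus 3 SD, set per screening campaign, cut at about 16% in these data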;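 also: IDE supplied by intact live HEK cells; FP after avidin binding of uncleaved biotin substrate so inhibition keeps polarization high; 0% = DMSO wells and 100% = 60 µM reference IDE inhibitor Ii1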
Target sequence (P14735 whole entry, looked up): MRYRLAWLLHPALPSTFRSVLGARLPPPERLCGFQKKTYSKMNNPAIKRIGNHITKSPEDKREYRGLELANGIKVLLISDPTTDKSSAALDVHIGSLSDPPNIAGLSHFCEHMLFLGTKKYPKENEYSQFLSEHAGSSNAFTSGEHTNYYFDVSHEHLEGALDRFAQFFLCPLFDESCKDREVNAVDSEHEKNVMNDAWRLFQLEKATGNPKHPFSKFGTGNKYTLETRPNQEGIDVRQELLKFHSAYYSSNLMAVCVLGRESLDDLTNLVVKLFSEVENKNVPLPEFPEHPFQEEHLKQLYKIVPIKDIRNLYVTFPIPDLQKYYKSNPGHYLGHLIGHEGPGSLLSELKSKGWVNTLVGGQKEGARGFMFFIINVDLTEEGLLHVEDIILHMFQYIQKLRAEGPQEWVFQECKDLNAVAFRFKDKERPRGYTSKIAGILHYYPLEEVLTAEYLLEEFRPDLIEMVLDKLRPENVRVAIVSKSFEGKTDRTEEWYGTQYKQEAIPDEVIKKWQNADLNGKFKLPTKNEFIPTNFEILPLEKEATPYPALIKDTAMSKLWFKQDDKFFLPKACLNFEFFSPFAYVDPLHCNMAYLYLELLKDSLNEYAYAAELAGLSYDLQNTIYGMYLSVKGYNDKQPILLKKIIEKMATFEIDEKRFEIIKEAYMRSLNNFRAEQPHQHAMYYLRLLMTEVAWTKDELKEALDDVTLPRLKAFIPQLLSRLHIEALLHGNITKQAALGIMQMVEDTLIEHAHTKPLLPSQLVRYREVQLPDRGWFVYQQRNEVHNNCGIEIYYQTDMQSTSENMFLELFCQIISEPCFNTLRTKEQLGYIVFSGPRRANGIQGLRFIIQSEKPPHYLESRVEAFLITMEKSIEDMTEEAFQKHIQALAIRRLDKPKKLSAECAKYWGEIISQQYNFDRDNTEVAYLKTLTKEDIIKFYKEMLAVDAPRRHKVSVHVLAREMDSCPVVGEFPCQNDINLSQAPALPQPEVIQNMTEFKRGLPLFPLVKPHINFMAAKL
M18AAP inhibitor – blocks P. falciparum M18 aspartyl aminopeptidase; recombinant PfM18AAP, H-Glu-NHMec fluorogenic cleavage; inhibition, % at 7.35 µM; 290,000 tested, 1.2% active; AID 1822;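 active = inhibition above the campaign mean inhibition over all tested compounds plus 3 SD, cut at about 28% in these data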;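 also: 0% = plate median of test compound wells and 100% = 2 mM ZnCl2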
VIM-2 inh – blocks Pseudomonas aeruginosa VIM-2 metallo-beta-lactamase. AID 1527. 290,000 tested, 0.89% active. purified VIM-2, nitrocefin hydrolysis, epi-absorbance fluorescence. inhibition, % at 5.6 µM;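 active = inhibition above the mean of all tested compounds plus 3 SD, cutoff set per screening run, cut at about 7.5% in these data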;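 also: red hydrolysis product quenches plate fluorescence so inhibitors raise well fluorescence; 0% = enzyme with DMSO and 100% = DMSO without enzyme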
GPR7 antagonist – human neuropeptides B/W receptor 1 antagonism. AID 1861. inhibition, % at 4.4 µM. P48145. GPR7-expressing cells, fluorescence antagonist assay. 290,000 tested, 1.1% active; in the data active = inhibition above about 16%, passing the limit was not always enough;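 also: cells stimulated with the agonist NPW; 0% = agonist with vehicle and 100% = vehicle without agonist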
IDE act – IDE (human) activation, cell-based | activation, % at 5.96 µM | 340,000 tested, 0.073% active | P14735 | HEK cells, FAbeta-B cleavage, fluorescence polarization; 0% vehicle, 100% cell-free pure enzyme wells;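 active = activation above the mean of all tested compounds plus 3 SD, set per screening campaign, cut at about 17% in these data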
NALP1 yeast inh – inhibitors of NALP1 inflammasome in yeast | inhibition, % at 10 µM | 280,000 tested, 0.61% active | S. cerevisiae NALP1/ASC/caspase-1 growth, X-gal OD620, 72 h; in the data active = inhibition mostly above about 24%, no sharp cut-off; inactive = mostly below about 32%; also: some compounds called inactive have numbers as strong as hits
* marks the source's active call; other numbers are inactive results; . = no result given.

p-CIP stab down	IMP-1 inh	IDE cell inh	IDE act	VIM-2 inh	PHOSPHO1 inh	M18AAP inhibitor	GPR7 antagonist	NALP1 yeast inh	molecule
-2	-0.7	-2	9	0.0	16	13	-1	-1	O=C(CCS(=O)(=O)c1cccc2nonc12)NCCc1ccccc1Cl
5	-0.8	-1	1	0.3	33	0	-15	24	CSc1nc(N2CCN(Cc3ccc4c(c3)OCO4)CC2)c2ccccc2n1
0	-3.0	0	2	-3.3	30	1	-7	-17	CN(C(=O)COc1ccc(Br)cc1Cl)C1CCCCC1
4	-1.8	5	3	-1.6	37	-14	19*	-13	CC1CCN(S(=O)(=O)c2cccc(C(=O)N(Cc3ccccc3)c3ccccn3)c2)CC1
-3	.	1	3	.	9	.	.	-10	O=C(O)CC1c2ccccc2S(=O)(=O)N1Cc1ccccc1 (stereo not drawn)
.	-4.9	.	.	-0.8	.	-14	-18	.	COC(=O)c1cccc(Oc2nc(N3CCOCC3)nc(N3CCOCC3)n2)c1
-1	-0.7	5	-1	-0.8	-7	-3	4	21	CN(Cc1cn(-c2ccccc2)nc1-c1ccc(F)cc1)C(=O)CCC(=O)O
-12	-2.4	0	0	-1.7	24	-5	-6	1	CC(=O)Nc1ccc(-c2csc(NCc3ccccc3)n2)cc1
-11	-4.2	-3	2	-2.7	-6	1	-10	38	CCOc1ccccc1NC(=O)c1c(Br)cnn1C
-8	1.4	1	4	1.2	54	0	-5	1	O=C(Nc1ccc(-c2cn3ccsc3n2)cc1)C1CCCC1
-10	-3.5	4	8	-4.3	-4	-1	-12	6	Cc1cc(C)n(C(=O)CN2C(=O)COc3ccccc32)n1
3	-0.4	-2	6	0.6	30	8	-6	21	Cc1ccc2c(C(=O)CN3CCCCC3)c(C)[nH]c2c1
-2	-0.5	7	1	-1.8	6	0	-1	-5	O=C(CSc1nnc(Cc2ccccc2)o1)NCc1ccco1
-5	-5.9	0	1	-4.0	.	2	3	0	COc1cccc(Nc2ccc([N+](=O)[O-])c3nonc23)c1
-21	-4.0	-5	0	0.0	-4	-6	-17	6	Cc1cc2ncn(C(=O)N3CCCC3)c2cc1C
-13	-2.0	-1	5	-2.5	1	-3	-5	-11	CC(C)(C)Cc1nnc(NS(=O)(=O)c2ccccc2)s1
4	-3.9	-4	1	2.0	13	3	-6	16	Cc1ccc(-n2ccc(=O)c(C(=O)Nc3ccc(S(=O)(=O)Nc4onc(C)c4C)cc3)n2)cc1
-17	-3.9	8	4	-1.2	38	6	-5	16	COc1cc(OC)cc(C(=O)NCC(=O)NC(C)c2ccccc2)c1 (stereo not drawn)
-15	1.9	124*	-152	-0.2	-15	4	10	-23	CCN1C(=O)/C(=C/c2ccc(N3CCCC3)cc2)NC1=S
-6	0.1	7	7	-2.1	22	0	-15	-7	Cc1ccc(C(C(=O)NC2CCCC2)N(C(=O)CNC(=O)c2cccs2)c2cccnc2)o1 (stereo not drawn)
12	-1.5	-3	6	-2.4	19	1	-5	-7	COc1ccc(C/C(O)=C(\C#N)c2nc3ccccc3[nH]2)cc1OC
2	.	-2	3	.	45	.	.	1	COC(=O)c1cccc2nc3c(C(C)O)cccc3nc12 (stereo not drawn)
-5	-1.4	-8	4	-1.3	-29	-1	-1	-51	CCOC(=O)c1c(C)sc2c1N(C(=O)CN(CC)CC)c1ccccc1S2
-6	-2.9	-4	-2	-0.6	3	6	-9	.	O=C(O)CSc1nc2sc3c(c2c(=O)n1-c1ccccc1)CCC3
-6	-5.0	3	8	-2.9	20	1	-6	-5	Cn1c(CN2CCOCC2)nc2cc(NC(=O)c3ccccc3Cl)ccc21
-10	-1.3	-1	2	-2.9	8	1	-16	24	CCOC(=O)CCC(NC(=O)CCC(=O)NC(CCC(=O)OCC)C(=O)OCC)C(=O)OCC (stereo not drawn)
6	-2.7	1	-1	-3.5	46	-4	4	17	Cc1ccc(NC(=O)c2cc([N+](=O)[O-])ccc2N2CCCC2)cc1
3	-0.8	5	6	-1.2	-4	54*	-1	43*	O=C(/C(=C/c1ccccc1)n1cncn1)c1ccc(Cl)cc1Cl
0	-4.5	12	2	-2.0	18	21	9	41	Cc1cc(C(=O)CSc2nc3ccccc3o2)c(C)n1C1CC1
-1	-2.0	-3	-3	-0.3	23	-4	-27	3	Nc1nonc1-n1nnc(C(=O)N/N=C/c2ccc(Cl)cc2)c1-c1ccc2c(c1)OCO2
-4	-4.1	0	1	-3.2	41	1	-6	-5	COc1ccc(CCNC(=O)C(=O)NCC2OCCN2S(=O)(=O)c2ccc(OC)c(OC)c2)cc1OC (stereo not drawn)
-7	-1.9	1	-1	-3.0	16	2	-8	4	C=CCNC(=O)c1ccc(C2SCC(=O)N2Cc2ccco2)cc1 (stereo not drawn)
-6	-3.8	-4	7	-2.2	38	1	-4	8	COc1ccc(OC)c(NC(=O)CSc2nc3n[nH]c(C)c3c(=N)n2-c2cccc(Cl)c2C)c1
3	-1.8	-3	2	-1.4	46	5	-9	.	Cn1c(=O)c([N+](=O)[O-])c(NC2CCS(=O)(=O)C2)c2ccccc21 (stereo not drawn)
-27	-1.9	.	6	-4.0	43	1	26*	13	COc1ccc(N(C)S(=O)(=O)c2cccc(C(=O)NCC3CCCCC3)c2)cc1
-25	-2.1	-1	-6	0.4	17	-7	-9	-2	CC(=O)N1CCC[C@H]1C(=O)O
-15	-3.1	8	-1	-0.5	-24	1	-7	21	COC(=O)c1ccc(CSc2nnc(-c3c[nH]c4ccccc34)n2-c2ccccc2)cc1
-6	-0.5	-4	6	-0.6	20	0	-15	18	COc1ccc(NC(=O)CN(c2ccc(OC)c(Cl)c2)S(=O)(=O)c2ccccc2)c(OC)c1
-19	-5.7	6	.	21*	25	28*	-22	-14	COc1ccc2nc3cc(Cl)ccc3c(Nc3cc(CN4CCCC4)c(O)c(CN4CCCC4)c3)c2n1
-4	-0.1	3	7	-4.3	-2	-1	-4	27	C=CCn1c(SCC(=O)NC(=O)c2cccc([N+](=O)[O-])c2)nnc1-c1ccccc1
-13	-5.6	11	1	0.3	14	9	-5	37	Cc1nnc(N2C(=O)C(O)=C(C(=O)c3ccco3)C2c2ccc(F)cc2)s1 (stereo not drawn)
-5	-1.9	-4	2	-1.5	46	1	-1	14	CN1CCN(c2ccc(CNS(=O)(=O)c3cccc(F)c3)cc2)CC1
-21	-3.1	0	-6	-2.0	41	1	-10	-2	COc1ccc([N+](=O)[O-])cc1N(CC1CO1)S(=O)(=O)c1ccc(C)cc1 (stereo not drawn)
-9	-1.6	0	-4	-3.8	5	14	-2	5	CCCOc1ccc(CSc2ncn[nH]2)cc1
-3	-3.3	-2	13	-1.1	-3	2	-12	28	CC1(C)CCCN(C(=O)c2ccc3c(c2NCCO)C(=O)c2ccccc2C3=O)C1
2	-2.6	5	2	-1.3	25	10	-14	20	COc1cccc(C(=O)NNS(=O)(=O)c2ccc(F)cc2)c1
1	-1.9	-3	3	0.2	0	-13	4	-6	CCOc1cc2[nH]c(=S)n(Cc3ccc(C)o3)c(=O)c2cc1OCC
-3	-1.3	-3	2	0.8	1	-14	-10	18	CNC(=O)NC(=O)CSc1ncc(C(F)(F)F)cc1Cl
-1	-2.7	-4	5	-3.6	16	5	-2	8	O=C(C[n+]1ccc(CCSc2ccc(F)cc2)cc1)c1ccccc1
-15	-3.9	1	1	-3.8	35	10	-12	-4	CCn1nnnc1SCC(=O)NCc1ccco1

Another view of 2 compounds above:
smiles	p-CIP stab down	IMP-1 inh	IDE cell inh	IDE act	VIM-2 inh	PHOSPHO1 inh	M18AAP inhibitor	GPR7 antagonist	NALP1 yeast inh
Cc1nnc(N2C(=O)C(O)=C(C(=O)c3ccco3)C2c2ccc(F)cc2)s1 (stereo not drawn)	-13	-5.6	11	1	0.3	14	9	-5	37
Cn1c(=O)c([N+](=O)[O-])c(NC2CCS(=O)(=O)C2)c2ccccc21 (stereo not drawn)	3	-1.8	-3	2	-1.4	46	5	-9	.

More compounds.
p-CIP stab down	IMP-1 inh	IDE cell inh	IDE act	VIM-2 inh	PHOSPHO1 inh	M18AAP inhibitor	GPR7 antagonist	NALP1 yeast inh	molecule
-3	-2.9	.	0	-1.9	5	-3	-2	0	CCCCC(c1nnnn1CC1CCCO1)N1CCN(c2cc(Cl)ccc2C)CC1 (stereo not drawn)
-21	-2.5	9	-9	-5.0	92*	39*	-6	-19	Clc1ccc(N=c2ssnc2Cl)nc1
-9	-3.9	6	0	-1.5	2	-1	-11	38	COc1cc(C(=O)Nc2nc(-c3ccc(F)cc3)cs2)ccc1OCC(=O)N1CCOCC1
3	1.1	-2	9	0.4	40	-2	15	13	O=C(c1ccsc1)N1CCCC(Nc2ccc(F)c(F)c2)C1 (stereo not drawn)
0	0.4	3	-2	0.4	-40	-11	-6	4	CCn1c(=O)c2cc(S(=O)(=O)NCc3ccccc3)ccc2n(CC)c1=O
-2	-3.5	4	-7	-3.1	-62	19	1	9	S=c1[nH]c(-c2ccccc2)cn1/N=C/c1ccc(Br)cc1
-20	-3.7	3	4	-5.9	5	-7	6	23	Cc1ccc(N2C(=O)[C@@H]3[C@H](C2=O)[C@H]2C=C(C(=O)c4ccccc4)C=CN2[C@@H]3C(=O)c2ccc(Cl)cc2)cc1
-3	-1.8	-3	3	-2.0	-1	1	-5	-4	COc1ccc2[nH]cc(CCNC(=O)C3CCCNC3=O)c2c1 (stereo not drawn)
-15	-1.4	-13	4	-1.3	20	-4	-4	-16	Cc1cc(C(=O)CCl)c(C)n1Cc1ccco1
9	-3.2	7	4	-3.6	2	-1	-14	-8	CCOC(=O)c1cccc(NC(=O)CCNS(=O)(=O)c2ccc3c(c2)CCN3C(=O)CC)c1
-10	-2.2	14	-16	-8.5	52	27	6	3	Cc1ccc2c(c1)sc[n+]2Cc1ccccc1
3	-2.1	-7	4	-1.2	-4	-3	-15	17	O=C(NCc1ccco1)Nc1ccc(OC(F)(F)F)cc1
-6	-5.5	-3	0	-0.6	-7	2	0	31	O=C(Nc1nc(-c2cccc3ccccc23)cs1)c1cnccn1
4	4.9*	10	-16	-0.5	-8	0	-3	4	CCn1c(SCC(=O)N2CCN(c3ccccc3)CC2)nc2c(c1=O)SC(C)C2 (stereo not drawn)
6	-3.3	-5	-3	-3.0	-1	-8	9	-20	O=S(=O)(NCc1ccc(F)cc1)c1ccc2c(c1)OCCO2
-2	-3.0	2	-3	-4.6	20	0	-8	-8	C=CCSc1nc2ccccc2c(=O)n1C1CCOC(C)(C)C1 (stereo not drawn)
-11	-3.1	2	2	-2.6	-74	23	-9	6	CCOC(=O)c1c(-c2ccc(F)cc2)csc1NC(=O)C1CCCO1 (stereo not drawn)
-5	-4.4	1	2	-0.6	16	1	21	20	O=C(CSc1nnc(C2CC2)n1-c1ccccc1)NCc1ccco1
-2	-2.5	-1	0	-3.5	-22	12	-8	26	C=CCc1cccc(/C=N/NC(=O)CNc2cccc3ccccc23)c1O
-5	-4.1	0	5	-4.2	32	2	-2	-25	CC(=O)Nc1nc2ccccc2n1Cc1ccccc1Cl
-1	-0.9	-10	4	-1.6	-11	4	10	15	CS(=O)(=O)N1CCC(C(=O)c2cccc(Cl)c2)CC1
